NPYLR7 agonist: activates Aedes aegypti NPYLR7 receptor; activation, % at 10 µM; hit rate 0.15% among 270,000; HEK293T NPYLR7/Galpha15, GCaMP6s calcium fluorescence; in the data active means activation above about 40%;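 further: 0% = vehicle and 100% = reference agonist at the receptor; some compounds past the cut are filed as inactive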
hcGAS inh: human cGAS inhibition | Q8N884 | recombinant h-cGAS, ATP depletion, Kinase-Glo luminescence | inhibition, % at 12.5 µM | hit rate 0.081% among 290,000 | AID 1259398;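 further: 0% = vehicle reaction and 100% = reaction without DNA for no activity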
Target sequence (Q8N884 whole entry, looked up): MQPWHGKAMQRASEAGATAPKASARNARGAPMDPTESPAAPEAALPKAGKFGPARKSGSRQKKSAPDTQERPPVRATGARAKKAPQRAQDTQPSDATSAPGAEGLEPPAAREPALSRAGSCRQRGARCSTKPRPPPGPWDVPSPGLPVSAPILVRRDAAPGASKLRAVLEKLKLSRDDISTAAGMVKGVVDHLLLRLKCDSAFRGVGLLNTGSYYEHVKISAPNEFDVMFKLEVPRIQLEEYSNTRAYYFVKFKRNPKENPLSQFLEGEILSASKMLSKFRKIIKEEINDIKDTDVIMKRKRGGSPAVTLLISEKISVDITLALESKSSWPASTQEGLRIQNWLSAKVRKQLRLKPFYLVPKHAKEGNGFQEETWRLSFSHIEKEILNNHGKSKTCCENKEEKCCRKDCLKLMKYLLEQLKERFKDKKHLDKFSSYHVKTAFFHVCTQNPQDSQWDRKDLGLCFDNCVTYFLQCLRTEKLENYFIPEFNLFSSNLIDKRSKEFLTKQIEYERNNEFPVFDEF
mcGAS lum: blocks mouse cGAS activity | hit rate 0.15% among 160,000 | AID 1259399 | recombinant cGAS, Kinase-Glo ATP depletion luminescence | inhibition, % at 12.5 µM;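 further: 0% = negative control wells and 100% = reference inhibitor with no enzyme activity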
Active calls of the source: *; & = joins results of further samples. Unless noted, no stated cut-off is given here; in the data, active means inhibition above about 40%; inactive means the rest. No enrichment for hits; 0.29% or so of the library scored in one or more.

CC1Oc2ccccc2N(CC(=O)NCCSCc2ccsc2)C1=O (stereo unspecified) was read as NPYLR7 agonist 7 and hcGAS inh -3.
`Cc1ccccc1CSCc1nc(C2CC2)n[nH]1` gave NPYLR7 agonist 1 and hcGAS inh -7.
`CCn1c(CNc2ccc(C)c(Cl)c2)nnc1SCC(=O)Nc1ccc([N+](=O)[O-])cc1C` gave NPYLR7 agonist 2 and hcGAS inh -8.
Screening CC(O)CN1C(=O)CSC1c1ccc(Cl)c(Cl)c1 (stereo unspecified) returned NPYLR7 agonist -3, hcGAS inh 1 and mcGAS lum 0.
Screening CCOC(=O)C1(C)CCN1C(=O)c1cc(F)ccc1C (stereo unspecified) returned NPYLR7 agonist -3 and hcGAS inh 0.
O=C(N=Nc1c(O)[nH]c2ccccc12)c1cc(=O)[nH]c2ccccc12 was read as NPYLR7 agonist -6, hcGAS inh -2 and mcGAS lum -3.
`O=C(OCC(=O)N1CCCCCCC1)C1CC1c1cccc(F)c1` (stereo unspecified) gave NPYLR7 agonist 3 and hcGAS inh -9.
COCCN1CC(C(=O)NC(C)(C)c2ccc(OC)c(OC)c2)CCC1=O (stereo unspecified) was read as NPYLR7 agonist 4 and hcGAS inh -5.
Screening Cc1ccc(C(=O)N2CCCC(O)(CN(C)C)CC2)c(O)c1 (stereo unspecified) returned NPYLR7 agonist -3 and hcGAS inh 0.
For CCN(CC)Cc1cnc2c(C(=O)NC(C)c3csc(C)n3)cnn2c1 (stereo unspecified) the results were NPYLR7 agonist -1 and hcGAS inh -3.
For COc1cn2c(cc1=O)C(=O)N(CCNC(=O)COc1ccc(C)cc1)CC2 the results were NPYLR7 agonist 10 and hcGAS inh -8.
CCCCn1c(C2CCCCC2)nc2oc3ccccc3c(=O)c2c1=O was read as NPYLR7 agonist 10 and hcGAS inh -7.
CCCc1nn(-c2cccc(C)c2)c(CCC)c1C(=O)NCCN(C)C was read as NPYLR7 agonist 9, hcGAS inh 1 and mcGAS lum -1.
For COc1ccc2nc(-c3ccc(Cl)c(NC(=O)C(C)Oc4cccc(F)c4)c3)cn2n1 (stereo unspecified) the results were NPYLR7 agonist 5, hcGAS inh -10 and mcGAS lum -10.
CN(C)N=CC=C1CCC(=Cc2ccc(C(F)(F)F)cc2)C1=O was read as NPYLR7 agonist 2 and hcGAS inh -14.
For O=S(=O)(Cc1ccc(Cl)cc1)c1ccc(NCCCc2ccco2)nn1 the results were NPYLR7 agonist 1, hcGAS inh -6 and mcGAS lum -6.
For NC(=O)CCN(C(=O)CSc1nccn1C1CC1)c1ccccc1 the results were NPYLR7 agonist 1 and hcGAS inh -8.
Screening CC(C)N(Cc1cccc(OS(=O)(=O)c2cccc(C(F)(F)F)c2)c1)C(=O)Nc1ccccc1Br returned NPYLR7 agonist 18, hcGAS inh -2 and mcGAS lum -6.
For O=C(c1cc(Cl)cc(Cl)c1)N1C[C@H](O)[C@@H](N2CCOCC2)C1 the results were NPYLR7 agonist 5 and hcGAS inh -6.
Screening CCOC(=O)c1sc(NC(=O)Cn2nc(C(F)(F)F)cc2C)c(C(=O)OCC)c1C returned NPYLR7 agonist 9 and hcGAS inh -5.
Screening CC(C)C(=O)N1CCN(CC(=O)NCCCN(C)c2ccccc2)CC1 returned NPYLR7 agonist 8 and hcGAS inh -11.
Cc1nnc(SCc2ccc(C(=O)NCc3ccncc3)cc2)n1-c1ccc(F)cc1 was read as hcGAS inh -5 and mcGAS lum -5.
Screening CC(=O)Nc1ccc(S(=O)(=O)c2ccc(NC(C)=O)cc2)cc1 returned NPYLR7 agonist -21 and hcGAS inh -2.
COCC1CCCN(C(=O)c2cc(COc3ccccc3SC)on2)C1 (stereo unspecified) was read as NPYLR7 agonist 13, hcGAS inh -10 and mcGAS lum -3.
CN1CCC2(CCC1=O)CCN(CCn1cc[nH]c1=O)CC2 was read as hcGAS inh -14 and mcGAS lum -6.
`COc1cc(COC2CN(Cc3ccc(O)cc3)CC(=O)N(C(C)C)C2)cc(OC)c1` (stereo unspecified) gave NPYLR7 agonist 12, hcGAS inh -27 and mcGAS lum -8.
For O=C(Nc1cccc2cnccc12)c1ccc(Cl)cc1F the results were NPYLR7 agonist 4, hcGAS inh -8 and mcGAS lum -13.
For Cc1ncc(CNC(=O)NC(C)c2ccc(F)cc2Cl)s1 (stereo unspecified) the results were NPYLR7 agonist 12&-6 and hcGAS inh -13&-4.
For Cc1cccc(NC(=O)CNC(=O)CNCc2ccco2)c1 the results were NPYLR7 agonist 10, hcGAS inh -2 and mcGAS lum -2.
Screening CN(C)S(=O)(=O)N1CCN(C(=O)N2CCCCCC2)CC1 returned NPYLR7 agonist -7, hcGAS inh -6 and mcGAS lum -9.

Reprinted from the part before: 2 compounds, then new ones.
For Cc1cccc(NC(=O)CNC(=O)CNCc2ccco2)c1 the results were NPYLR7 agonist 10, hcGAS inh -2 and mcGAS lum -2.
Screening CN(C)S(=O)(=O)N1CCN(C(=O)N2CCCCCC2)CC1 returned NPYLR7 agonist -7, hcGAS inh -6 and mcGAS lum -9.
COc1cc(Br)c(OC)c(C(=O)N2CC(C)OC(C)C2)c1 (stereo unspecified) was read as NPYLR7 agonist 2 and hcGAS inh -7.
Screening Cc1cc(F)ccc1S(=O)(=O)NCCCCN1CCOC(c2ccccc2)C1 (stereo unspecified) returned NPYLR7 agonist -9 and hcGAS inh -2.
`CCCn1cc(C(=O)NCc2c(C)noc2C)c(C)n1` gave NPYLR7 agonist 3, hcGAS inh -8 and mcGAS lum -16.
Screening C=CCn1c(=O)c2c(nc3n(-c4cc(OC)ccc4OC)c(C)cn23)n(C)c1=O returned NPYLR7 agonist -1 and hcGAS inh -6.
`CCn1c(CC2CCN(C(=O)C3(C)CCCO3)CC2)nn(C)c1=O` (stereo unspecified) gave NPYLR7 agonist 12 and hcGAS inh -5.
`CC1Cc2c(NC(=O)Cc3ccccc3)nn(C)c2NC1=O` (stereo unspecified) gave NPYLR7 agonist -12, hcGAS inh -5 and mcGAS lum -10.
Cc1c(CN(C)C(=O)C2CCOC2)[nH]c2ccccc12 (stereo unspecified) was read as NPYLR7 agonist -5 and hcGAS inh -4.
`COc1ccc(-n2cc(CN(C)CC3COCCO3)c(-c3cccc(F)c3)n2)cc1` (stereo unspecified) gave NPYLR7 agonist 14 and hcGAS inh -7.
COc1ccc(CNC(=O)c2cn(Cc3ccc(F)cc3)c(=O)s2)cc1OC was read as NPYLR7 agonist -1 and hcGAS inh -8.
Cc1nc(C)c(C(=O)N2C[C@H]3C[C@H](C2)[C@H]2CCCC(=O)N2C3)s1 was read as hcGAS inh -6 and mcGAS lum -4.
`Cc1ccc(NC(=O)c2cc3n(n2)CCN(CC2CC2)C3=O)cc1` gave NPYLR7 agonist 0, hcGAS inh -5 and mcGAS lum -6.
`CCOC(=O)C(=Cc1cc(=O)c(OC)co1)C(=O)OCC` gave NPYLR7 agonist -6 and hcGAS inh -4.
Screening O=C(O)C1CCCN(c2c(-c3ccccc3)c3cc(Cl)ccc3[nH]c2=O)C1 (stereo unspecified) returned NPYLR7 agonist -2 and hcGAS inh 3.
COc1ccnc(CN2C(=O)NC(C)(C3CCNCC3)C2=O)c1 (stereo unspecified) was read as NPYLR7 agonist 10 and hcGAS inh -6.
Screening Cc1cccc(NC(=O)Cc2ccc(Br)cc2)n1 returned NPYLR7 agonist 0, hcGAS inh -4 and mcGAS lum -8.

Arranged by number of heavy atoms (low to high): some entries from above.
COc1cc(Br)c(OC)c(C(=O)N2CC(C)OC(C)C2)c1 (stereo unspecified) was read as NPYLR7 agonist 2 and hcGAS inh -7.
Screening O=C(O)C1CCCN(c2c(-c3ccccc3)c3cc(Cl)ccc3[nH]c2=O)C1 (stereo unspecified) returned NPYLR7 agonist -2 and hcGAS inh 3.
Screening C=CCn1c(=O)c2c(nc3n(-c4cc(OC)ccc4OC)c(C)cn23)n(C)c1=O returned NPYLR7 agonist -1 and hcGAS inh -6.

Continued.
For O=S(=O)(Cc1ccccc1)N1CCn2c(nc3ccccc32)C1 the results were NPYLR7 agonist 4, hcGAS inh 2 and mcGAS lum -2.
Screening COc1ccc(OCC(O)CN(Cc2ccc(F)cc2)Cc2cccn2C)cc1 (stereo unspecified) returned NPYLR7 agonist 21, hcGAS inh -7 and mcGAS lum -4.
For Cc1cc(C)n(C2CCN(Cc3ccc(C#CC(C)(C)O)cc3)C2)n1 (stereo unspecified) the results were NPYLR7 agonist -4 and hcGAS inh 2.
`Cc1ccc(-c2nc(C(=O)N3CCC4(CC3)OCCO4)cs2)o1` gave NPYLR7 agonist -2 and hcGAS inh -4.
Screening CCCNC(=O)C1(C)CCN1C(=O)Cc1ccc(-c2ccccc2)cc1 (stereo unspecified) returned NPYLR7 agonist 0, hcGAS inh 7 and mcGAS lum 3.
CCC(C(=O)N(CC(=O)N1CCc2sccc2C1c1ccccc1C)Cc1ccco1)c1ccccc1 (stereo unspecified) was read as NPYLR7 agonist -9, hcGAS inh -19 and mcGAS lum -6.
`N#CCCN(CCC#N)Cn1nc2sc3ccccc3n2c1=S` gave NPYLR7 agonist -1&3, hcGAS inh 6&18 and mcGAS lum 2.
C=CCn1c(COc2ccc(OC)cc2)n[nH]c1=S was read as NPYLR7 agonist 10, hcGAS inh -5 and mcGAS lum -4.
Screening CC1CN(c2cc(Cl)nc(SCC(=O)NCc3cccnc3)n2)CCN1C(=O)CCC1CCCC1 (stereo unspecified) returned NPYLR7 agonist 22, hcGAS inh -3 and mcGAS lum -4.
For COc1ccc(C(=O)N(CC(=O)N(CCc2ccccc2)Cc2ccc(C)o2)CC2CCCO2)cc1 (stereo unspecified) the results were hcGAS inh -9 and mcGAS lum -7.
`CC(=O)C1=C(c2ccc3c(c2)CCCC3)N(C(C)=O)n2c(C)nnc2S1` gave NPYLR7 agonist 1 and hcGAS inh -13.
Screening S=C(NCC1CCCO1)Nc1ccccc1 (stereo unspecified) returned NPYLR7 agonist -3 and hcGAS inh -7.
`O=C(CCC(=O)N1CC[C@@]2(O)CCCC[C@H]2C1)NC1CCCCCCC1` gave NPYLR7 agonist 2, hcGAS inh -5 and mcGAS lum -12.
For OC1CCN(c2ccnc(NCCN3CCOCC3)n2)CC1 the results were NPYLR7 agonist 8, hcGAS inh -5 and mcGAS lum -18.
For CN1CCN(C(=O)CCN2C(=O)c3ccccc3C2=O)CC1 the results were NPYLR7 agonist -15, hcGAS inh -7 and mcGAS lum -7.
Screening CCOc1ccc(-c2ccc(SC)nn2)cc1 returned NPYLR7 agonist 17, hcGAS inh -61 and mcGAS lum -27.
`CCn1ccnc1N1CCN(C(=O)CC23CC4CC(CC(C4)C2)C3)CC1` gave NPYLR7 agonist 2, hcGAS inh -6 and mcGAS lum -10.
`Cc1ccccc1CN1N=NC2C(=O)N(c3ccccc3)C(=O)C21` (stereo unspecified) gave NPYLR7 agonist 5, hcGAS inh -5 and mcGAS lum -4.
`CSCCCNC(=O)c1c(C)noc1-c1cccc(C(F)(F)F)c1` gave NPYLR7 agonist -3, hcGAS inh 1 and mcGAS lum 0.
`Cc1ccc2oc(CN(C(=O)c3cnn(-c4ccccc4)c3C(F)(F)F)C3CCCCC3)nc2c1` gave NPYLR7 agonist 6, hcGAS inh -3 and mcGAS lum -6.
CCCCC(CC)C(=O)Nc1cc(C)on1 (stereo unspecified) was read as NPYLR7 agonist 1 and hcGAS inh -1.
`CC1(C(=O)NCc2cccc3ccccc23)CCN1Cc1ccc2ccccc2c1` (stereo unspecified) gave NPYLR7 agonist 3 and hcGAS inh -7.
Screening CS(=O)(=O)NC1CCN(C2CCC3(CCNCC3)CC2)CC1 returned NPYLR7 agonist -7, hcGAS inh -1 and mcGAS lum -11.
`FC(F)Oc1ccc(C=NNc2ccc(C(F)(F)F)cn2)cc1` gave NPYLR7 agonist 5, hcGAS inh -4 and mcGAS lum -5.
Screening COc1ccc(NC(=O)N2CCN(CC(C)C)C(=O)C2C)cc1Cl (stereo unspecified) returned NPYLR7 agonist 14 and hcGAS inh -7.
For CC(C)c1cc(C(=O)N2CCOC(CCc3ccccc3)C2)no1 (stereo unspecified) the results were NPYLR7 agonist -1, hcGAS inh 3 and mcGAS lum -5.
Screening O=C1[C@H]2C[C@H]2C(=O)N1c1ccc2c(c1)N1CCN=C1S2 returned NPYLR7 agonist 9, hcGAS inh -5 and mcGAS lum -5.
`CC1CCCCN1C(=O)Cn1cnc2scc(-c3ccc(F)cc3)c2c1=O` (stereo unspecified) gave NPYLR7 agonist 4 and hcGAS inh -1.
Screening O=C1c2ccccc2-c2nc3cc(Br)cnc3nc21 returned NPYLR7 agonist 16 and hcGAS inh -6.
Screening COC(=O)C[n+]1cccc(C(C)=O)c1 returned NPYLR7 agonist -15 and hcGAS inh -6.

A stretch from the list above:
Screening O=C1[C@H]2C[C@H]2C(=O)N1c1ccc2c(c1)N1CCN=C1S2 returned NPYLR7 agonist 9, hcGAS inh -5 and mcGAS lum -5.
`CC1CCCCN1C(=O)Cn1cnc2scc(-c3ccc(F)cc3)c2c1=O` (stereo unspecified) gave NPYLR7 agonist 4 and hcGAS inh -1.
Screening O=C1c2ccccc2-c2nc3cc(Br)cnc3nc21 returned NPYLR7 agonist 16 and hcGAS inh -6.
Screening COC(=O)C[n+]1cccc(C(C)=O)c1 returned NPYLR7 agonist -15 and hcGAS inh -6.

(further entries)
For O=C1CC(c2n[nH]c(Cc3ccccc3)n2)CN1Cc1cccnc1 (stereo unspecified) the results were NPYLR7 agonist -5, hcGAS inh 0 and mcGAS lum -9.
`COCc1ccc(C(=O)N2CCCC(C(=O)c3ccc(SC)cc3)C2)s1` (stereo unspecified) gave NPYLR7 agonist 17 and hcGAS inh -11.
CCC(C(=O)N(Cc1cc(NC(=O)c2ccco2)ccc1N(C)C)CC1CC1)c1ccccc1 (stereo unspecified) was read as NPYLR7 agonist -1, hcGAS inh 2 and mcGAS lum -3.
For COc1cc(=O)n(-c2ccccc2C)nc1C(=O)Nc1ccc(OC(F)(F)F)cc1 the results were NPYLR7 agonist 3 and hcGAS inh -7.
